# High-throughput results from PubChem.
# Autophagy mod: autophagy modulators in MEF cells, primary screen, imaging, high-content, MEF GFP-LC3 | MEF GFP-LC3 puncta imaging; test concentration mostly 10 µM | calls only at 10 µM (by protocol) | 190,000 compounds, 0.98% hits;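 active = percentage of spot-positive cells more than 3 SD above its plate mean, without a fluorescence outlier flag or 80% toxicity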;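 note: spot-positive cell cutoff set from DMSO-treated cells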
# WT yeast gro inh: growth inhibition of WT strain, primary screen, mitochondrial fusion inhibitor project, WT and mutant strains, chemical genetic | inhibition, % at 10 µM | 190,000 compounds, 2.1% hits | AID 1362, 2008 | mitochondrial fusion phenotypic screen; in the data active = inhibition above about 58%; tested in S. cerevisiae
# HIV peptide binding: inhibitors of HIV fusion peptide binding, primary screen, biochemical, uHTS, fluorescence dequenching (AID 1986) | cell-free peptide binding, fluorescence dequenching, 30 min; higher % means a stronger effect | inhibition, % at 20 µM, or IC50 in µM where a hit was titrated | 290,000 compounds, 0.3% hits; in the data active = inhibition mostly above about 52%, no sharp cut-off; inactive = mostly below about 76%; note: some results filed as inactive read as strong as hits
# Yfh1-depleted yeast: enhancers of respiration in Yfh1-depleted yeast, dose response, Friedreich's ataxia, plus single-dose screen (AID 1465) | S. cerevisiae Yfh1-off respiration, WST-1 reduction, 72 h; higher fold induction means a stronger effect | fold induction at 50 µM, or EC50 in µM where a hit was titrated | 220,000 compounds, 0.074% hits;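 active = fold induction of absorbance versus untreated yeast above a set limit, then at least 30% activation at any dose in follow-up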;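 note: activators that raise dye reduction in frataxin-depleted yeast; strong numbers were not always called active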
# Dynein cargo inh: inhibitors of GR-EGFP nuclear translocation, primary screen, dynein cargo transport inhibitor project, imaging, high-content, 3617.4 mouse cells; z-score, hits read low; test concentration mostly 20 µM; stimulated with dexamethasone, 1 µM; stronger effect = lower value; 220,000 compounds, 0.47% hits; AID 1381, 2008;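 active = plate z-score of nuclear minus cytoplasmic receptor signal below a set negative limit, without overly bright fluorescence or cell loss, cut at about -3.5 in these data, passing the limit was not always enough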;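 note: z-score of nuclear minus cytoplasmic ring GR-EGFP intensity difference per well; some compounds called inactive have numbers as strong as hits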
#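 Buffer or medium: tetracycline-free induction medium containing charcoal-stripped FBS / Reagent: dexamethasone agonist, 1.0 µM final, for 30 min / Technique: automated 10x imaging of fixed Hoechst-stained cells / Times: induction 48 h, compound 1 h, agonist 30 min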
# MT stabilizer: microtubule stabilizers in HeLa cells, primary screen, imaging, high-content imaging | HeLa tubulin immunostaining HCS, 24 h; share of cells brighter than vehicle mean+2SD | % tubulin-high responders, % at 10 µM | 200,000 compounds, 0.83% hits | AID 2205, 2009;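 active = plate Z-score above 3 for both tubulin-high and condensed-nucleus cell shares, with cell loss under 80%, at 10 µM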;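 note: anti alpha tubulin signal scored within the nucleus-defined area of each cell; some results filed as inactive read as strong as hits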
# Insulin prom up: insulin promoter activators in MIN6 cells, imaging, high-content screening, mouse beta cells; z-score at 5 µM; MIN6 insulin promoter-GFP reporter; stronger effect = higher value; 190,000 compounds, 0.3% hits;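 active = z-score above 3 at 5 µM with at least 500 cells counted in the well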
# AID2073: inhibitors of Mint1-CaV2.2 protein interaction, biochemical, HTRF (AID 2073); Voltage-dependent N-type calcium channel subunit alpha-1B (Homo sapiens); HTRF protein-protein interaction, Mint1-CaV2.2; higher % means a stronger effect; inhibition, % at 20 µM; hits with a dose series show IC50 in µM; 290,000 compounds, 0.19% hits; in the data active = inhibition mostly above about 51%, no sharp cut-off; note: some results filed as inactive read as strong as hits
# bCat nuc transl: modulators of beta-catenin nuclear translocation, primary screen, imaging, HeLa cells, immunofluorescence, high-content | nuclear translocation activity, % at 5 µM | 190,000 compounds, 0.3% hits | AID 1665, 2009;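 active = nuclear translocation activity above 50% at 5 µM, with a well cell count of 50 or more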;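 note: per-cell ratio of nuclear to cytoplasmic median beta-catenin stain intensity; plate controls were DMSO negative control for no effect and GSK-3 inhibitor IX positive control for full effect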
#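 System: Human HeLa cells, endogenous beta-catenin | Compound dosing: 5 µM primary, 0.02–20 µM confirmation | Timing: 24 h compound exposure at 37°C, 5% CO2 | Measured by: Fluorescence imaging of beta-catenin antibody stain plus DAPI | Read-out basis: % activation of per-cell nuclear versus cytoplasmic median beta-catenin signal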
# WT yeast gro inh mutant strain: further read-out of WT yeast gro inh, marked with its call; inhibition, %; mitochondrial fusion phenotypic screen, mutant strain inhibition
# Dynein cargo inh cytoplasmic EGFP: also measured in Dynein cargo inh; calls as there; z-score; measured here: cytoplasmic GR-EGFP intensity; stronger effect = higher value
# Dynein cargo inh nuclear GR-EGFP: also measured in Dynein cargo inh; calls as there; z-score; measured here: nuclear GR-EGFP intensity;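 lower value marks the stronger effect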
# Dynein cargo inh cell count: recorded beside Dynein cargo inh, whose call it bears; z-score; measured here: cell count per field
# Insulin prom up cell count: further read-out of Insulin prom up, marked with its call; cell count; measured here: cytotoxicity, nuclei count;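 total cells summed across four imaged fields per well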
# bCat nuc transl cell count 5 µM: also measured in bCat nuc transl; calls as there; cell count; measured here: cell count, cytotoxicity flag
# MT stabilizer Hoechst-high %: also measured in MT stabilizer; calls as there; % Hoechst-high responders; measured here: nuclear condensation Hoechst responders;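 share of cells brighter than vehicle mean plus two SD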
# MT stabilizer cytotoxicity %: recorded beside MT stabilizer, whose call it bears; toxicity, %; measured here: cytotoxicity by cell density;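 0% = mean cell density of plate MIN control wells and 100% = no cells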
# Autophagy mod cell loss 18 h: second read-out of Autophagy mod, no call of its own (marks repeat the call); toxicity, %; measured here: cell loss, nuclei count;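 cell loss after 18 h compound exposure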
# An asterisk follows results filed as active; i = inactive; . = no result given.
smiles	Autophagy mod	Autophagy mod cell loss 18 h	WT yeast gro inh	WT yeast gro inh mutant strain	HIV peptide binding	Yfh1-depleted yeast	Dynein cargo inh	Dynein cargo inh cytoplasmic EGFP	Dynein cargo inh nuclear GR-EGFP	Dynein cargo inh cell count	MT stabilizer	MT stabilizer Hoechst-high %	MT stabilizer cytotoxicity %	Insulin prom up	Insulin prom up cell count	AID2073	bCat nuc transl	bCat nuc transl cell count 5 µM
COc1ccc(C(=O)CCC(=O)O)c(C)c1	i	2	4	13	-0.3%	i	-0.77	-0.23	-0.27	0.73	1.5	1.5	1.7	.	.	13%	1.1	1154
Cc1ccc(-n2c(C)cc(/C=C3/SC(=O)N(CC(=O)N4CCOCC4)C3=O)c2C)nc1	.	.	.	.	4.3%	i	0.27	-0.21	0.019	0.97	.	.	.	.	.	-4%	-0.4	1386
O=C(CCCSc1nc2ccccc2[nH]1)Nc1nnc(C2CC2)s1	i	-3	-8	-12	-0.7%	i	-0.85	-0.36	-0.87	1.4	4.2	2.0	6.5	-0.01	1072	6%	1.1	976
COc1cccc(NC(=O)Nc2ccccc2SC)c1	i	17	11	2	-1.0%	i	3.4	-0.21	1.7	-1.6	3.3	0.6	1.0	-0.79	1512	39%	0.7	1509
COc1ccc(C2CC(=O)C(C=NCCN3CCN(C(=S)Nc4ccccc4)CC3)=C(O)C2)cc1 (stereo not drawn)	.	.	.	.	-0.4%	i	-0.3	-0.2	0.17	-0.15	.	.	.	0.42	1012	-29%	-0.1	1293
COCCCNc1ncnc2sc3c(c12)CCC(C)C3 (stereo not drawn)	i	-5	11	-2	-3.7%	i	-0.05	-0.23	-0.2	0.5	3.2	3.2	2.5	.	.	-4%	2.3	314
Cc1cc(OC(C)C(N)=O)nc(-c2ccccc2)n1 (stereo not drawn)	i	-3	-7	12	-0.2%	i	-0.098	-0.27	0.002	0.56	3.1	2.7	3.9	-0.55	1326	34%	0.7	1095
O=C(CSc1nnc(Cc2ccc(Cl)cc2)o1)Nc1ccccc1	i	13	14	14	-0.2%	i	0.12	0.066	0.1	-0.1	2.7	2.6	9.1	1.1	1564	0%	-4.6	1129
COc1ccc(OC)c(NC(=O)CSc2nnc(C)n2Cc2ccccc2)c1	i	2	-5	-3	-1.2%	i	-0.59	-0.27	-0.0016	-0.0025	1.5	0.1	52	-0.63	1150	28%	1.6	943
CC(C)Oc1ccc(C2CC(=O)N(c3cccc(C(=O)O)c3)C2=O)cc1 (stereo not drawn)	i	7	-33	6	-0.3%	i	-2.7	0.27	-1.1	-0.044	1.7	2.9	8.7	-0.23	914	-8%	0.3	1194
Cc1ccc(-n2nc(C(=O)N3CCOCC3)cc2-c2ccc(Cl)cc2)cc1	i	23	-19	7	-1.7%	i	-0.16	-0.17	-0.54	0.64	0.7	1.3	8.8	-0.16	1795	4%	-4.4	1110
CCOC(=O)c1nonc1NC(C)=O	i	0	-25	-4	1.3%	i	2	0.59	1.8	-2.5	3.5	1.9	2.9	0.1	1292	11%	-1.7	1262
CCN1CCN(C(=O)CCN2C(=O)c3ccccc3C2=O)CC1	i	-7	-14	-2	-1.1%	i	-0.8	-0.26	-0.069	0.33	3.3	2.6	9.3	2.1	1064	3%	-2.7	1008
FC(F)(F)c1cccc(N2CCN(Cc3cccnc3)CC2)c1	i	21	28	39	-0.9%	i	-0.15	-0.23	0.19	0.3	3.9	1.5	10	-4.7	520	2%	0.0	1096
O=CN1CC(=O)N(c2ccccc2)c2c([nH]c3ccccc23)C1	i	15	-12	-8	-2.1%	i	1.6	0.37	1.1	-2.4	3.1	3.5	13	1.3	1451	-7%	-0.5	1365
Cc1noc(C)c1C(=O)Nc1nnc(-c2ccccc2)s1	i	-4	9	6	-2.3%	i	i	.	.	-4.6	5.1	2.9	8.3	0.13	1572	6%	-1.2	950
Cc1ccc(C(=O)Nc2cc3ccccc3oc2=O)cc1	i	31	31	27	-0.8%	i	-0.47	-0.18	-0.49	0.26	33*	34*	58*	0.36	1103	31%	84*	234*
O=C(/C=C/c1ccccc1)Oc1cccc2cccnc12	.	.	.	.	-1.3%	i	2.6	-0.091	1.1	-1.3	.	.	.	-0.32	1506	-10%	-0.5	1349
O=C(Nn1cnc2ccccc2c1=O)c1cccc(Cl)c1	i	11	6	1	0.2%	i	-0.4	-0.23	-0.015	-0.012	2.2	2.4	5.6	0.23	1350	-5%	-2.1	1168
Cc1ccccc1-n1c(C)nnc1SCC(=O)N(C)C1CCS(=O)(=O)C1 (stereo not drawn)	i	17	-21	6	-0.5%	i	-0.16	-0.26	-0.21	1.3	1.3	1.4	6.4	1.1	1375	-7%	-2.0	1117
O=C(Cn1nnc(-c2ccccc2F)n1)NCc1ccco1	i	-21	5	8	0.6%	i	0.13	-0.22	0.52	-0.8	1.4	1.5	5.5	-0.04	1516	1%	5.2	796
C/C(=N\N1CCN(c2ccccc2)CC1)c1ccco1	i	5	0	-7	-0.7%	i	0.088	-0.32	0.21	-0.33	2.8	2.5	4.0	0.12	1318	-2%	-3.6	531
C=CCN1C(=O)/C(=C2/Sc3ccccc3N2C)SC1=Nc1ccccc1C	i	-12	-6	-3	7.3%	i	-0.099	-0.14	0.15	0.43	1.8	1.9	11	-0.59	1309	18%	-0.9	1211
CCSc1nnc(NC(=O)C(CC)Oc2ccccc2)s1 (stereo not drawn)	i	-9	19	24	3.1%	i	-0.41	-0.16	0.35	0.011	2.3	1.0	2.3	0.85	1146	10%	.	.
CCc1nnc(NC(=O)CSc2nnnn2C)s1	i	3	-17	-6	2.4%	i	-0.59	-0.25	-0.092	0.092	0.9	1.7	3.0	.	.	5%	-0.2	568

# The list goes on; it opens with the 2 that closed the last part.
smiles	Autophagy mod	Autophagy mod cell loss 18 h	WT yeast gro inh	WT yeast gro inh mutant strain	HIV peptide binding	Yfh1-depleted yeast	Dynein cargo inh	Dynein cargo inh cytoplasmic EGFP	Dynein cargo inh nuclear GR-EGFP	Dynein cargo inh cell count	MT stabilizer	MT stabilizer Hoechst-high %	MT stabilizer cytotoxicity %	Insulin prom up	Insulin prom up cell count	AID2073	bCat nuc transl	bCat nuc transl cell count 5 µM
CCSc1nnc(NC(=O)C(CC)Oc2ccccc2)s1 (stereo not drawn)	i	-9	19	24	3.1%	i	-0.41	-0.16	0.35	0.011	2.3	1.0	2.3	0.85	1146	10%	.	.
CCc1nnc(NC(=O)CSc2nnnn2C)s1	i	3	-17	-6	2.4%	i	-0.59	-0.25	-0.092	0.092	0.9	1.7	3.0	.	.	5%	-0.2	568
O=C(/C=C/c1ccco1)Nc1ccc(-c2nc3ccccc3[nH]2)cc1	i	-6	-17	-14	-2.1%	i	-0.18	0.018	-0.25	0.18	1.4	3.3	9.1	-0.47	846	39%	0.1	501
CC(C)(C)NC(=O)C(c1ccco1)N(C(=O)Cn1nnc(-c2ccc(F)cc2)n1)c1cccc(F)c1 (stereo not drawn)	i	0	48	14	1.5%	.	0.16	-0.2	0.28	0.37	1.7	2.3	4.5	.	.	2%	-2.0	1149
CCOC(=O)c1c(C)c(C(=O)NCCN2CCOCC2)c(C)n1CC	i	8	4	-2	-1.7%	i	0.07	-0.25	0.093	0.087	3.6	2.9	6.4	0.32	1585	-2%	-1.8	1319
Cc1c(CCOC(=O)CC23CC4CC(CC(C)(C4)C2)C3)sc[n+]1Cc1ccc([N+](=O)[O-])cc1	i	8	41	36	-1.4%	i	0.016	-0.2	0.26	-0.21	2.9	1.7	7.7	-0.81	1466	6%	-2.7	975
CC(C(=O)N1c2ccccc2Sc2ccccc21)n1nnc(-c2cccs2)n1 (stereo not drawn)	i	-9	21	2	-0.9%	i	4	-0.17	4.1	-2.4	2.4	1.0	9.7	0.93	1104	0%	3.0	1130
CNC(=O)COC(=O)c1ccc(NC(=O)CC#N)cc1	i	-5	15	31	-1.4%	i	0.48	-0.26	0.37	1	1.8	1.3	4.2	0.18	914	-5%	-2.0	1220
Nc1ccc(C(=O)N/N=C/c2sc(N3CCOCC3)nc2-c2ccccc2)cc1	i	-5	-26	-20	0.4%	i	0.16	-0.28	-0.044	0.73	4.1	3.3	4.0	-4.1	611	-5%	-0.8	952
N/C(=N\OC(=O)COc1ccc(Cl)cc1Cl)c1cccnc1	i	4	-8	-21	1.4%	i	-0.2	-0.25	-0.49	0.78	3.8	3.0	5.1	0.26	1384	2%	-1.7	516
CCc1nnc(NC(=O)CSc2nccn2-c2cccc(C)c2)s1	i	-2	19	11	-1.9%	i	-0.96	-0.21	-0.43	0.56	2.3	3.8	6.8	0.47	867	-8%	-6.5	1146
CCC1CCCCN1C(=S)Nc1cccc(S(=O)(=O)N(C)C)c1 (stereo not drawn)	i	25	-1	16	-0.3%	i	-0.88	-0.29	-0.057	0.98	2.2	1.9	7.3	-0.39	1174	13%	-6.4	1075
Nc1cc(C(=O)O)ccc1Sc1ccccc1C(=O)O	i	18	-17	0	1.6%	i	-0.19	0.012	0.15	-0.46	1.7	1.4	2.6	0.78	1326	32%	-0.7	1139
